RT RNaseH block = blocks HIV-1 RNase H cleavage of RNA/DNA duplex. RT-RNase H RNA/DNA duplex cleavage, fluorescence. inhibition, % at 10 µM. 1.9% of 65,000 active. AID 565; in the data active means inhibition above about 50%
RmlCD inh mix = inhibitors of RmlC and RmlD coupled enzymes. RmlC/RmlD coupled enzyme inhibition, 384-well mixture HTS. inhibition, % at 5.5 µM. 0.39% of 110,000 active; in the data active means inhibition above about 30%, passing the limit was not always enough; inconclusive means no clear call, values can overlap the other calls; further: strong numbers were not always called active
Numbers without * were called inactive; ? = inconclusive; nt = no result given.

SMILES | RT RNaseH block | RmlCD inh mix
O=C(CSc1ccccn1)Nc1cccc(NC(=O)CSc2ccccn2)n1 | nt | -12
COc1cc(NC(=O)c2cc(C)on2)cc(C(=O)Nc2cccc(C(F)(F)F)c2)c1 | nt | -9
O=S(=O)(c1cccc(C(F)(F)F)c1)N1CCN(c2ccccc2)CC1 | nt | 8
CC(C)CC1(C)NC(=O)NC1=O (stereo unspecified) | -12 | -6
O=C(NNC(=O)c1ccc([N+](=O)[O-])o1)c1ccccc1 | nt | -3
Cc1cc(C)c2nc(N3CCCN(C(=O)c4ccco4)CC3)c(C#N)cc2c1 | 30 | 4
COc1ccc(Cl)cc1C(=O)Nn1c(C)nc2ccccc2c1=O | -11 | 1
CC1CCN(C(=O)CSc2nc3c(cnn3-c3ccccc3)c(=O)[nH]2)CC1 | -22 | 6
OCCc1ccc(-c2ccc(Cl)cc2)o1 | -34 | -1
COc1ccc(S(=O)(=O)Cc2ccc(C(=O)NCc3ccccn3)o2)cc1 | 0 | 3
O=C(CCC(=O)c1ccccc1)Nc1cccnc1 | nt | -10
Cc1cc(N/C=C\C(=O)c2ccc(Cl)c(Cl)c2)no1 | nt | -9
O=S(=O)(c1ccccc1)c1cnn(-c2ccccc2)c1-c1ccc(F)cc1 | nt | ?
Cc1cc(C(C)(C)C)oc1C(=O)N(CC(=O)NC1CCCC1)c1c(C)cccc1C | nt | 6
Cc1cc(C(C)(C)C)oc1C(=O)N(CC(=O)NC1CCCC1)Cc1ccccc1Cl | nt | -11
Cc1onc(-c2ccccc2Cl)c1C(=O)NCCCN1CCOCC1 | -8 | -10
Cc1ccc(C2CC(=O)c3cnc(N4CC(C)CC(C)C4)nc3C2)cc1 (stereo unspecified) | 15 | nt
CCC(C(=O)O/N=C(\N)c1cccc(C)c1)c1ccccc1 (stereo unspecified) | nt | -21
COc1cccc(C(C(=O)NC(C)(C)C)N(C(=O)CCC(=O)Nc2cc(C)on2)C(C)C)c1OC (stereo unspecified) | 3 | 10
C#CCNC(=O)C1=C[C@@H](C2CC2)C[C@@H](OCc2ccc(CO)cc2)O1 | nt | 8
O=C(C1=C[C@H](c2ccc3c(c2)OCO3)C[C@H](OCc2ccc(CO)cc2)O1)N1CCOCC1 | nt | -11
CCOP(=O)(OCC)C(C#N)=C1SCN(c2ccccc2)CS1 | nt | -4
Cc1ccc(S(=O)(=O)Nc2ccccc2F)cc1C(=O)NCCCN1CCCC1=O | -3 | 6
N#CC(Nc1ccccc1)c1ccccc1OCc1ccccc1 (stereo unspecified) | nt | 12
CC(C)C(c1nnnn1Cc1ccc2c(c1)OCO2)N1CCN(C)CC1 (stereo unspecified) | nt | -10
Cc1cc2oc(=O)cc(COC(=O)Cn3cnnn3)c2cc1C(C)C | -16 | -12
CC(C)CN1CCC(=O)N([C@H](CSc2ccc(Br)cc2)c2ccccc2)CC1 | nt | 6
CCS(=O)(=O)N1CCN(C2CCC(c3ccccc3)CC2)CC1 (stereo unspecified) | -8 | 2
Cc1ccc(C(=O)CSc2nc3ccc(C(=O)NCCN4CCCCC4)cc3c(=O)[nH]2)cc1 | nt | -6
COc1cc(C)c(-c2cc(C(=O)O)c(C)o2)cc1C(C)C | 2 | -7
CCCCCCNC(=O)c1cc(-c2ccco2)nc2ccccc12 | nt | -18
Cc1cccc(-n2c(Cc3cc(=O)[nH]c(=O)[nH]3)nnc2SC(C)C)c1 | -4 | -8
CC(C)(C)C(=O)Nc1ccc(C(=O)N/N=C/c2ccccc2OC(=O)c2ccc(Cl)cc2Cl)cc1 | nt | -6
Brc1nnc2n1-c1ccccc1Sc1ccccc1-2 | nt | -6
O=C(CN1CCC(NC(=O)c2ccco2)CC1)Nc1cccc2ccccc12 | nt | 11
O=C(CSCc1ccco1)Nc1cc(C(F)(F)F)ccc1N1CCOCC1 | 49 | 5
CN1C(=O)OC2(C)CCc3ccccc3C12C (stereo unspecified) | -23 | 4
CCOC(=O)c1csc(Nc2nc3ccc(F)cc3s2)n1 | -6 | nt
COCCNC(=O)c1ccc(CS(=O)(=O)c2ccc(OC)cc2)o1 | -7 | 8
Cc1ccccc1OCC(=O)N(Cc1nc(-c2ccccc2)no1)C(C)C | -4 | -14
O=C1NCN(c2ccccc2)C12CCN(c1nnnn1-c1ccccc1)CC2 | -17 | 3
CCOC(=O)Cn1c(-c2cccnc2Cl)nc2cc(Cl)c(Cl)cc21 | nt | 8
O=C(CN1CCCCC1)N1CCCc2ccccc21 | nt | -1
COC(=O)c1ccccc1NC(=O)c1c(O)c2c([nH]c1=O)CCCC2 | -11 | -13
COc1ccc(NC(=O)CCC(=O)OCc2ccc(C(=O)Oc3ccc(Cl)cc3)cc2)cc1 | nt | -29
Cc1nc(=O)c(-c2ccccc2)c(C)n1CCO | nt | -1
O=C(C1c2ccccc2C(=O)N2CCc3ccccc3C12)N1CCN(Cc2ccccc2)CC1 (stereo unspecified) | nt | -9
O=C(OCC(=O)c1cccs1)c1ccccc1 | -100 | 1
CCOC(=O)C1Cn2c(nc3c(c2=O)C(C)(CC)Cc2ccccc2-3)S1 (stereo unspecified) | -12 | -17
N=c1sccn1CC(=O)Nc1cccc(Oc2ccccc2)c1 | -11 | nt
Cc1ccc2nc(-c3sc4nc(C)cc(C)c4c3N)[nH]c2c1 | nt | -173
CCc1cc(C(=O)c2ccccc2OC)c(N)s1 | -27 | -14
COc1ccc(CCNC(=O)CSc2nnc(CNc3ccc(Cl)cc3)o2)cc1OC | -6 | -57
CC1(C)Oc2ccc(NC(=O)C3COc4ccccc4O3)cc2O1 (stereo unspecified) | 4 | -11
O=C(C1CCCO1)N1CCN(C(c2ccccc2)c2ccccc2)CC1 (stereo unspecified) | -6 | -14
COc1ccc(-c2nnc3c4ccccc4c(C)nn23)cc1 | nt | -7
Cc1cnc(C(=O)Nc2nnc(C3CC3)s2)cn1 | nt | 10
Cn1nc(-c2ccccc2)c(-c2nc(-c3cccc(C(F)(F)F)c3)no2)c1Cl | nt | -8
O=C(N/N=C/c1ccco1)c1ccncc1 | nt | -5
O=C(CCl)Nc1ccccc1Sc1ccccc1 | nt | 8

Further structures follow.
SMILES | RT RNaseH block | RmlCD inh mix
CCOC(=O)N1CCN(C(=O)CN(c2ccc(Oc3ccccc3)cc2)S(C)(=O)=O)CC1 | -1 | -8
O=C(CNC(=O)/C(=C\c1ccc(F)cc1)NC(=O)c1ccccc1)OCc1ccccc1 | nt | -12
CCCCCCCC1CC(CSc2ncn[nH]2)OC1=O (stereo unspecified) | nt | -18
CCC(C)(C)NC(=O)C(c1ccccc1F)N(C(=O)c1ccn[nH]1)c1ccccc1 (stereo unspecified) | nt | 11
O=C1c2ccc(Oc3ccc4c(c3)C(=O)N(CCCO)C4=O)cc2C(=O)N1CCCO | 3 | -10
COc1ccc(C(c2sc3nc(C)nn3c2O)N2CCC(C(N)=O)CC2)cc1OC (stereo unspecified) | -9 | 89
Cc1ccc(CC(NC(=O)c2ccccc2)C(=O)NC(C)C(=O)O)cc1 (stereo unspecified) | nt | 8
Cn1nc(C(F)(F)F)c(C(=O)Nc2cccc(C(F)(F)F)c2)c1SCc1ccc(Cl)cc1 | nt | 11
COc1ccc(Cl)cc1N1C(=O)C2CCCN2C1c1ccc(F)c(F)c1 (stereo unspecified) | 0 | -10
O=C(NCC1COc2ccccc2O1)c1ccc(NC(=O)c2ccco2)cc1 (stereo unspecified) | -7 | -15
CC1CCN(C(=S)c2cn(Cc3ccccc3F)c3ccccc23)CC1 | nt | -12
COc1ccc(CN(Cc2ccccn2)S(=O)(=O)c2ccc(-n3cnnn3)cc2)cc1 | -16 | nt
Cc1ccc(S(=O)(=O)c2cc3ccccc3oc2=Nc2ccc3c(c2)OCO3)cc1 | nt | -5
CN(C)/C=C/C(=O)c1ccc(Cl)cc1 | nt | 10
COc1cc(C2C(C#N)=C(N)Oc3cc(N(C)C)ccc32)cc2c1OCO2 (stereo unspecified) | -4 | -6
O=C(Nc1cccnc1)c1c(F)c(F)c(F)c(F)c1F | -14 | 3
CN1CCN(C(=O)C2=C[C@@H](c3csc4ccccc34)C[C@@H](OCCCCO)O2)CC1 | nt | 4
Cc1ccc(S(=O)(=O)N2CCC(C(=O)N3CCN(Cc4ccccc4)CC3)CC2)cc1 | -1 | -13
COC(=O)c1ccccc1S(=O)(=O)Nc1ccc(OC)nc1 | -2 | nt
COc1ccc(NC(=O)CC#N)cc1OC | nt | -16
Cc1cc(C)cc(NC2=NC3(CCCCC3)N=C(N)N2)c1 | 1 | -12
COCCNS(=O)(=O)c1cc(OC)c(Cl)cc1Cl | -41 | 6
COc1ccc(-c2cc3nc(C)cc(N)n3n2)cc1 | nt | 8
COc1ccccc1NC(=O)CCn1cccc1 | nt | -2
Cc1[nH]c2ccccc2c1C(=O)CN1CCSCC1 | 4 | 13
O=C1c2ccccc2-c2onc3ccc(Oc4ccccc4)c1c23 | nt | -8
CCOC(=O)COn1c(=O)c(=O)n(O)c2ccccc21 | -8 | -13
O=C(NC12CC3CC(CC(C3)C1)C2)c1ccc(S(=O)(=O)N2CCOCC2)cc1 | nt | 3
COc1ccc(/C=N/N=C(/N)N[N+](=O)[O-])c(OC)c1 | nt | 9
CCOC(=O)C1=C(C)NC(C)=C(C(=O)OCC)C1c1ccccn1 | -14 | -1

For reference, 7 of the compounds above.
SMILES | RT RNaseH block | RmlCD inh mix
O=C(Nc1cccnc1)c1c(F)c(F)c(F)c(F)c1F | -14 | 3
CN1CCN(C(=O)C2=C[C@@H](c3csc4ccccc34)C[C@@H](OCCCCO)O2)CC1 | nt | 4
Cc1ccc(S(=O)(=O)N2CCC(C(=O)N3CCN(Cc4ccccc4)CC3)CC2)cc1 | -1 | -13
COC(=O)c1ccccc1S(=O)(=O)Nc1ccc(OC)nc1 | -2 | nt
COc1ccc(NC(=O)CC#N)cc1OC | nt | -16
Cc1cc(C)cc(NC2=NC3(CCCCC3)N=C(N)N2)c1 | 1 | -12
COCCNS(=O)(=O)c1cc(OC)c(Cl)cc1Cl | -41 | 6

Remaining list, next part:
SMILES | RT RNaseH block | RmlCD inh mix
CN(C)c1ccc(/C=C/C(=O)c2cccc(Br)c2)cc1 | nt | 1
NC(=O)C1CCN(C(=O)CN(c2cccc(C(F)(F)F)c2)S(=O)(=O)c2ccccc2)CC1 | 1 | 0
NC(=O)c1ccc(N2CCCCC2)c(N2C(=O)C3CC=CCC3C2=O)c1 (stereo unspecified) | nt | 3
Clc1cccc2sc(N3CCN(c4ccccc4)CC3)nc12 | -9 | nt
CCOc1ccc(N=C2SCCCN2C)cc1 | nt | 6
CC(C)C[C@H](NC(=O)OC(C)(C)C)C(=O)N/N=C/C1=Cc2ccccc2OC1C (stereo partly specified) | nt | -32
CS(=O)(=O)c1cccc(C(=O)NCc2ccccc2)c1 | 1 | -13
CCc1ccc(-c2csc3[n+]2CCN3C(C)=O)cc1 | nt | 11
OC1(c2ccccc2F)CC2CCC(C1)N2CCN1CCOCC1 (stereo unspecified) | -2 | -10
Cc1ccc2c(c1)COc1c3ccc(C(=O)N4CCCCC4)cc3nn1-2 | nt | -7
COc1ccc(F)cc1S(=O)(=O)N1CCCC(C)C1 (stereo unspecified) | nt | -12
COc1cc(NC(=O)c2noc3c2CCC3)c(OC)cc1Cl | -15 | 9
O=c1[nH]c(CSc2nnc(COc3ccccc3)n2-c2ccccc2)nc2ccccc12 | 42 | -47
O=C(Nc1ccon1)c1ccc(Cl)s1 | -7 | -11
Cc1nc2cc(-c3cccc(F)c3)nn2c(C)c1CCC(=O)NC(C)CCc1ccco1 (stereo unspecified) | -14 | -9
Nc1ccc2c(c1)-c1ccccc1S(=O)(=O)N2 | 7 | 2
CCCc1cc(C(=O)OC)c(NC(=O)OCC)s1 | -11 | 8
Cc1cccc(-n2c(SCc3cc(=O)n4ccsc4n3)nc3ccccc32)c1 | 6 | nt
COc1ccc(C(=O)Nc2cccc(-c3nnc(-c4ccco4)o3)c2)cc1 | nt | 1
COC(=O)Cn1ncc2c3ccccc3n(C)c2c1=O | -12 | -8
Cc1cc(C)nc(-n2nc(C)cc2NC(=O)c2cccc(S(=O)(=O)N(C)C)c2)n1 | -20 | 3
CCOC(=O)c1sc(NC(C)=O)c(C(=O)OCC)c1C | -3 | 7
CCOC(=O)c1cnn2c(C)cc(-c3ccccc3)nc12 | -5 | 102
c1ccc(-c2ncnc3cc4n(c23)CCC4)cc1 | nt | -6
C=CCNC(=S)NNC(=O)COc1cccc(Cl)c1 | nt | 5
Cc1ccccc1-n1c(O)c(C=Nc2ccc3c(c2)OCO3)c(=O)[nH]c1=O | -5 | -4
COc1ccccc1-c1cc(C(=O)N2CCN(c3ccc(F)cc3)CC2)no1 | 72* | 4
O=C1c2ccccc2S(=O)(=O)N1Cc1nc2ccccc2s1 | -4 | -4
COc1ccc(CC(=O)OCC(=O)Nc2ncc(Cl)cc2Cl)cc1OC | nt | -9
Cc1cc(C)c2nc(N3CCC(C(=O)N4CCN(C(=O)c5ccco5)CC4)CC3)sc2c1 | nt | 9
CCc1nc(-c2ccccc2)cc(=O)[nH]1 | nt | 5
CCOC(=O)CN1C(=O)S/C(=C/c2ccc(N3CCCCC3)o2)C1=O | nt | -6
CCC(=NCc1ccco1)c1c(O)n(-c2ccccc2)c(=O)[nH]c1=O | -8 | -7
CCOC(=O)N1CCC(NC(=O)c2cc(S(=O)(=O)N3CCc4ccccc43)cn2C)CC1 | -4 | -30
COc1ccc(C(=O)c2cnc3ccccc3c2-c2ccccc2)cc1 | nt | -5
CC(=O)c1sc(NC(=O)c2ccc(C)cc2)nc1C | nt | 10
COc1ccc(CCn2c(C)cc3c(c2=O)C(c2ccncc2)C(C#N)=C(N)O3)cc1OC (stereo unspecified) | -8 | 0
O=C(NC1CCCCC1)C1CCCN(S(=O)(=O)c2cccs2)C1 (stereo unspecified) | -17 | -10
COc1ccccc1Nc1nc(N)nc(CN2CCC(Cc3ccccc3)CC2)n1 | 6 | -10

Screens (PubChem)

These rows are one share of the data; rates above refer to the full screens.
